Compound activity (PubChem)
FBW7 activator: activators of human E3 ligase FBW7 | AID 1259310 | AlphaScreen FBW7–phospho-cyclin E peptide binding, activator screen | 0.13% of 650,000 active | normalized activity (activation), % at 26.1 µM; in the data active means normalized activity above about 1.9%;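 further: purified mutant Fbw7 with reduced substrate affinity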
MITF primary: inhibitors of human MITF; O75030; 0.91% of 650,000 active; AlphaScreen MITF homodimerization, bead proximity signal; AID 1259374; inhibition, % at 2.6 µM; in the data active means inhibition above about 50%;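 further: 0% = vehicle wells with protein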
Target sequence (O75030 whole entry, looked up): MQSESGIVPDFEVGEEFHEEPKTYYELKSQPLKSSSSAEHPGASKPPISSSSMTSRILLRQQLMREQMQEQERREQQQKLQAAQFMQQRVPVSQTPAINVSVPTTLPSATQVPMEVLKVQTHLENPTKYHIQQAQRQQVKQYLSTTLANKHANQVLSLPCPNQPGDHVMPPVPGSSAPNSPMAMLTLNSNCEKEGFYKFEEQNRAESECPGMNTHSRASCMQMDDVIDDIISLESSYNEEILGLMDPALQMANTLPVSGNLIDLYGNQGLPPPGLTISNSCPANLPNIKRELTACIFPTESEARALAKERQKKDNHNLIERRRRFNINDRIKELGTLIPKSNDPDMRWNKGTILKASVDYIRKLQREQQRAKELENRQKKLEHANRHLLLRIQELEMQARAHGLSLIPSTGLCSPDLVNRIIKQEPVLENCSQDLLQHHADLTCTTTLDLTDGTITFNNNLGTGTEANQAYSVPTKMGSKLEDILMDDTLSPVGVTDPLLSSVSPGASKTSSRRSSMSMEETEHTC
TEAD-YAP block: TEAD-YAP interaction inhibition | 1.4% of 640,000 active | AID 1259422 | inhibition, % at 9.12 µM | HEK-TIYL cells, TEAD-Gal4/YAP UAS-luciferase luminescence; in the data active means inhibition above about 32%;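 further: 0% = median of test compound wells and 100% = reference inhibitor wells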
GPR151 activ: activators of human GPR151. activation, % at 11.2 µM. PathHunter beta-arrestin GPR151 cells, luminescence. 1% of 650,000 active; in the data active means activation above about 4.9%;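 further: 0% = median of compound wells and 100% = cells with positive control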
Target sequence (Q8TDV0 whole entry, looked up): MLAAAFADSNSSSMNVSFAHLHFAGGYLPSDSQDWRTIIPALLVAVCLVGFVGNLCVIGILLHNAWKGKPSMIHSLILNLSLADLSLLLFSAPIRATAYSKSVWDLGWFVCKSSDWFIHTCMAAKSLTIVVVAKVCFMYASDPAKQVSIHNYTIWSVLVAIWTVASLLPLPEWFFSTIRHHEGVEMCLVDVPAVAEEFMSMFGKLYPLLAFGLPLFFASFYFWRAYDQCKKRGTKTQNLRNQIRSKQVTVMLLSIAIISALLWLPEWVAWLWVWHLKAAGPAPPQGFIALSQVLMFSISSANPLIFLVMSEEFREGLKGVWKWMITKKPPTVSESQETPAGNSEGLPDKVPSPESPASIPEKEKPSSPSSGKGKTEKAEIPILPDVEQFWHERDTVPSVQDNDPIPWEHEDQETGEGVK
* hit, by the source's call.

No.	Structure	FBW7 activator	MITF primary	TEAD-YAP block	GPR151 activ
1	O=C1CC(c2ccc3c(c2)OCO3)c2ccc3ccccc3c2N1 (centres undefined)	-0.2	12	12	1.9
2	Cn1c(C(=O)NCCC(c2ccccc2)c2ccccc2)cc2c(=O)n3ccccc3nc21	-0.2	5	-3	0.7
3	CC(=O)c1ccc(N=c2oc3cc(O)ccc3cc2C(N)=O)cc1	-0.1	-5	60*	-2.5
4	O=C(OCCOc1ccc(Br)cc1)c1ccc[nH]c1=O	0.0	4	-9	0.2
5	COCCN1C(=O)c2cc(C(=O)O)ccc2C1O (centres undefined)	0.0	5	0	-0.8
6	O=C(/C=C/c1cccc([N+](=O)[O-])c1)NC(=S)Nc1cccc(C(=O)O)c1	1.2	7	0	0.8
7	CCCCN=Cc1c(O)n(-c2ccccc2)c(=O)[nH]c1=O	-0.1	-5	1	-0.1
8	CC(C)NC(=O)C1CCCN(Cc2cnn(-c3ccccc3)c2-n2cccc2)C1 (centres undefined)	0.3	7	5	-0.3
9	COc1ccc(-c2cn(-c3ccc(OC)cc3)c(SCC(=O)NCCc3ccccc3)n2)cc1	-0.1	3	-26	-0.7
10	Cc1c(CNC2CCCC2)c(C(=O)O)c(C)n1Cc1ccc(F)cc1	0.0	3	4	-0.3
11	Cc1ncc([N+](=O)[O-])n1CCSc1nnnn1-c1ccccc1Cl	-0.1	14	3	-0.6
12	CCC(CC)NC(=O)c1ccc(Br)cc1	0.7	18	6	-0.2
13	CCOC(=O)NC(Nc1sc2c(c1C#N)CCC(C)C2)(C(=O)OCC)C(F)(F)F (centres undefined)	-0.1	-8	-7	-0.8
14	CC(=O)N1CCC(=O)N(C(C)=O)c2ccccc21	0.0	4	0	0.6
15	COc1cc(OC)c(NC(=O)N2c3ccccc3Sc3ccccc32)cc1Cl	0.0	7	-3	-0.3

Profiles as entered above. Order of screens: FBW7 activator, MITF primary, TEAD-YAP block, GPR151 activ
CC(C)NC(=O)C1CCCN(Cc2cnn(-c3ccccc3)c2-n2cccc2)C1 (centres undefined) across the screens: 0.3, 7, 5, -0.3
COc1cc(OC)c(NC(=O)N2c3ccccc3Sc3ccccc32)cc1Cl across the screens: 0.0, 7, -3, -0.3
O=C(OCCOc1ccc(Br)cc1)c1ccc[nH]c1=O across the screens: 0.0, 4, -9, 0.2

Further results follow.
No.	Structure	FBW7 activator	MITF primary	TEAD-YAP block	GPR151 activ
16	O=C(/C=C/c1ccccc1Cl)NCc1ccccn1	0.1	3	-25	-0.5
17	COc1ccc(CCNC(=O)c2csc(Nc3ccccc3)n2)cc1	-0.1	3	-3	-0.9
18	CCOc1ccc(CC(=O)C2C(=O)CCCC2=O)cc1OCC	0.3	4	11	0.5
19	Cc1onc(-c2ccccc2Cl)c1C(=O)NC12CC3CC(CC(C3)C1)C2	0.1	7	0	-1.0
20	Cc1cc(O)c(C(C)C)cc1NC(=O)Cn1nc(-c2ccc(C)c(S(=O)(=O)N3CCOCC3)c2)c2ccccc2c1=O	-0.1	-2	29	-0.5
21	CCCC(=O)N1CCN(c2cc(N3CCCC3)c(F)cc2[N+](=O)[O-])CC1	-0.1	9	-7	-1.0
22	COCC(C)NC(=O)C1CC(c2cccc(OC)c2)=NO1 (centres undefined)	-0.1	-6	-6	0.8
23	CCOC(=O)c1ccc(-n2c(C)cc(/C=C3\SC(=Nc4ccccc4)N(C4CCCC4)C3=O)c2C)cc1	0.0	29	-13	-0.7
24	CC1=NN(C(=O)COc2cc(C)c(Cl)c(C)c2)C(O)(C(F)(F)F)C1 (centres undefined)	0.0	10	-4	-0.4
25	COc1cc(C(=O)/C=C/Nc2ccc(I)cc2)cc(OC)c1OC	-0.1	-1	36*	1.5
26	CCN1CCN(C(=O)[C@H]2C[C@@H](c3ccc(F)cc3)NS(=O)(=O)N2C)CC1	0.1	13	-22	-0.4
27	COc1ccc(-c2ccc(NS(=O)(=O)c3cc(C)c(C)cc3C)cc2)nn1	-0.1	-2	0	1.4
28	CCOc1cc(/C=C2/C(=O)N(CC)C(=S)N2C)cc(Cl)c1O	0.3	23	2	-0.1
29	CCCOc1ccccc1NC(=O)c1ccc(NC(=O)c2c(-c3ccccc3Cl)noc2C)cc1	0.2	11	0	-1.6
30	COc1ccc(CN2CCNC(=O)C2CC(=O)NCc2ccccn2)c(OC)c1 (centres undefined)	-0.1	2	-4	-1.4
31	CC1=NN(c2ccccc2)C(=O)/C1=C\c1ccc(N)cc1	-0.1	10	-8	-0.2
32	CC(C)OCCCNc1nc(CN(C)C2CCOCC2)nc2ccc(Cl)cc12	-0.1	5	-13	0.2
33	COc1ccc(-c2nc3ncnc(NCc4nc5ccccc5[nH]4)c3[nH]2)cn1	0.1	15	-4	-0.9
34	Cc1cc(N2C(=O)C3C4CCC(C4)C3C2=O)n[nH]1 (centres undefined)	-0.1	-9	4	2.5
35	O=C(COC(=O)c1cccnc1)Nc1ccc(F)cc1	0.4	7	6	-0.1
36	COCCn1c(O)c(/C=N/Nc2nnc(C)c(=O)[nH]2)c(=O)[nH]c1=S	-0.2	-3	6	-1.1
37	CCc1cc2c(cc3c(=O)n(CC(=O)NCc4ccco4)ncn32)s1	-0.1	8	-8	-0.2
38	Nn1cnnc1N/N=C/c1cccc(Cl)c1Cl	0.4	11	10	-2.7
39	Cn1cc(C(=O)N/N=C/c2ccc(O)cc2)ccc1=O	0.7	0	-3	2.3
40	Cc1cccc(CN2CCN(Cc3ccc(F)cc3)C(CCO)C2)n1 (centres undefined)	0.3	5	14	-0.1
41	COc1cccc(NC(=O)CCCNC(=O)Cn2cnc3sc(C)c(C)c3c2=O)c1	0.3	19	15	-0.6
42	Cc1ccccc1NC(=O)CSC1=C(C#N)C(c2ccc(F)cc2)CC(=O)N1 (centres undefined)	0.8	4	7	0.1
43	Cc1ccc(Nc2nc3ccc(C)cn3c(=O)c2C=O)cc1	-0.1	-22	-10	-0.9
44	CC(C)C(=O)Nc1ccc(NC(=O)c2ccc(Br)o2)cc1	0.1	-17	-45	-0.3
45	S=c1nc(CNc2ccccc2)[nH][nH]1	1.6	1	11	-1.2

Random excerpt: 6 records from the list
No.	Structure	FBW7 activator	MITF primary	TEAD-YAP block	GPR151 activ
23	CCOC(=O)c1ccc(-n2c(C)cc(/C=C3\SC(=Nc4ccccc4)N(C4CCCC4)C3=O)c2C)cc1	0.0	29	-13	-0.7
41	COc1cccc(NC(=O)CCCNC(=O)Cn2cnc3sc(C)c(C)c3c2=O)c1	0.3	19	15	-0.6
13	CCOC(=O)NC(Nc1sc2c(c1C#N)CCC(C)C2)(C(=O)OCC)C(F)(F)F (centres undefined)	-0.1	-8	-7	-0.8
35	O=C(COC(=O)c1cccnc1)Nc1ccc(F)cc1	0.4	7	6	-0.1
15	COc1cc(OC)c(NC(=O)N2c3ccccc3Sc3ccccc32)cc1Cl	0.0	7	-3	-0.3
7	CCCCN=Cc1c(O)n(-c2ccccc2)c(=O)[nH]c1=O	-0.1	-5	1	-0.1

The list goes on:
No.	Structure	FBW7 activator	MITF primary	TEAD-YAP block	GPR151 activ
46	O=C(N/C(=C/c1ccco1)C(=O)N1CCCCC1)c1ccc(Cl)cc1	0.0	-1	14	1.2
47	CCN(CC)C(=O)Cn1cnc2sc(C(=O)NCc3cccnc3)c(C)c2c1=O	-0.1	6	-3	-0.8
48	COc1ccccc1NC(=O)CSc1nc2ccsc2c(=O)n1-c1cccc(Cl)c1Cl	0.0	1	1	1.1
49	CN1C/C(=C/c2ccsc2)C(=O)/C(=C/c2ccsc2)C1	0.8	1	10	-0.1
50	O=C(O)c1ccc(COc2ccc([N+](=O)[O-])cc2)o1	0.1	20	9	-2.8
51	COc1ccc(C(=O)Nc2ccccc2C(=O)Nc2cccc([N+](=O)[O-])c2)cc1	-0.2	7	6	2.9
52	COc1cc(NS(=O)(=O)c2ccc(N3C(=O)C=CC3=O)cc2)nc(OC)n1	0.7	30	-5	-0.8
53	O=C(Nc1ccc(-c2nc3ccccc3o2)cc1)C1CCN(Cc2ccccn2)CC1	-0.1	-2	-5	0.3
54	CC(C)(C)OC(=O)N1CC(O)CC1C(=O)NC1CCCCC1 (centres undefined)	0.1	-4	1	-1.9
55	O=C(NCc1ccc2c(c1)OCO2)c1cc(-c2ccc(Cl)cc2)nc2ccccc12	0.0	3	-9	-1.5
56	Cc1ccc([N+](=O)[O-])cc1NC1=NS(=O)(=O)c2ccccc21	0.6	12	-9	-1.1
57	CC(=O)NNC(=O)CSc1nc(C)nc2sc3c(c12)CCC(C)C3 (centres undefined)	-0.1	9	8	-0.5
58	COC(=O)c1ccccc1NC(=O)C(C)Oc1ccc2c(C)cc(=O)oc2c1 (centres undefined)	-0.2	-9	-9	-0.1
59	O=C(c1ccc2c(c1)OCO2)N1CCN(c2ccc(Cl)cc2)CC1	0.4	17	-6	5.5*
60	CCOc1ccc(CC(=O)Nc2ccc(C(C)=O)cc2)cc1OCC	0.1	-1	-21	2.3

Among those listed so far, 2 contain a CF3 group.
No.	Structure	FBW7 activator	MITF primary	TEAD-YAP block	GPR151 activ
13	CCOC(=O)NC(Nc1sc2c(c1C#N)CCC(C)C2)(C(=O)OCC)C(F)(F)F (centres undefined)	-0.1	-8	-7	-0.8
24	CC1=NN(C(=O)COc2cc(C)c(Cl)c(C)c2)C(O)(C(F)(F)F)C1 (centres undefined)	0.0	10	-4	-0.4

Next part
No.	Structure	FBW7 activator	MITF primary	TEAD-YAP block	GPR151 activ
61	Cc1cccc(CN2CCc3nnc(C(C)NC(=O)c4ccccc4C)n3CC2)c1 (centres undefined)	0.1	2	-6	3.5
62	COC(=O)CNS(=O)(=O)c1ccc(-c2ccc(S(=O)(=O)NCC(=O)OC)cc2)cc1	0.7	7	1	-1.3
63	COc1ccc(C2C(C(=O)Nc3ccc(F)cc3Cl)c3ccccc3C(=O)N2C)cc1 (centres undefined)	0.1	13	11	0.9
64	CN(C)CCNC(=O)c1ccc(Br)s1	-0.2	6	-8	-1.3
65	Cc1ccccc1NS(=O)(=O)c1c(C)cc(N2CCCC2=O)cc1C	-0.1	-4	-2	0.6
66	COc1ccc(NC(=O)CC[C@H]2CN(C(C)C)CC[C@H]2N2CCOCC2)cc1OC	0.2	6	-2	-1.6
67	Cc1cc(C)nc(N2CCC(N(Cc3cccnc3)C(=O)NC(C)C)CC2)n1	0.9	5	-7	-0.9
68	CC1=C(C(=O)OCc2ccccc2)C(c2ccccc2)C2=C(CCCC2=O)N1 (centres undefined)	0.1	21	11	-0.7
69	O=C(NCNC(=S)Nc1ccccc1)c1ccccc1	-0.1	8	3	-1.2
70	CN(C)CCN1CCN(c2nc(-c3cccc(F)c3)cnc2N)CC1	-0.1	-8	-7	-1.1
71	CCNc1ncc(C(=O)NCc2ccccc2)s1	0.1	-7	6	0.3
72	O=C1c2ccc(-c3nc4ccccc4c(=O)o3)cc2C(=O)N1c1cccc([N+](=O)[O-])c1	0.0	-9	2	-0.5
73	CC(CN1C(=O)CCC1CCNCc1ccccc1F)c1ccccc1 (centres undefined)	0.2	3	4	-1.8
74	COc1ccccc1OCCC(=O)OCCN1C(=O)c2ccccc2C1=O	-0.1	-10	-3	-1.4
75	CCCSc1nnc(CSc2ncccn2)n1CCc1ccccc1	0.0	4	6	-0.1
76	COc1ccccc1C1=NOC(C(=O)NCc2cccnc2)C1 (centres undefined)	0.0	3	-2	0.2
77	COc1ccc(C(=O)N2CCCC2=NC#N)cc1	0.4	10	6	-2.0
78	O=c1[nH]c(N2CCCC2)nc2c1CN(Cc1nnnn1CCc1ccccc1)CC2	-0.1	-2	0	-0.1
79	N#Cc1c(-c2cccc(F)c2)cc(-c2cccs2)nc1SCCCOc1ccccc1	-0.2	-8	9	-1.3
80	CC(=O)c1sc(NC(=O)c2ccc(Br)o2)nc1C	-0.3	-7	-29	-2.5
81	O=C(NCCCN1CCCC1=O)c1cc(Nc2ccc(N3CCOCC3)cc2)nc2ccccc12	0.0	14	5	0.5
82	Cc1cc(N(C)CCO)n2nc(C)c(-c3cccs3)c2n1	-0.1	-2	-11	-0.2
83	COc1cccc(NC(=O)N2CCC(O)(c3nccn3C)CC2)c1	-0.1	-1	-10	-0.3
84	COc1cc2nc(NC(=O)/C=C/c3ccccc3)sc2cc1OC	0.0	1	19	-1.5
85	COc1ccc(Oc2ncnc3sc(C)c(C)c23)c([N+](=O)[O-])c1	0.1	11	8	-1.3
86	O=C(/C=C/NN1C(=O)c2ccccc2C1=O)c1ccc(Br)cc1	-0.2	-7	-34	0.3
87	COc1ccc(NS(=O)(=O)c2ccc(N=Cc3ccccc3O)cc2)nn1	-0.2	2	-12	3.0
88	Cn1c(-c2cccc(NC(=O)c3ccccc3F)c2)n[nH]c1=S	0.2	9	0	-1.2
89	CS(=O)(=O)N(CC(=O)NCc1cccnc1)c1ccccc1F	0.3	-4	-1	-0.8
90	COc1cc(Nc2ncnc3c2nc(Nc2nc4ccccc4n2C)n3C(C)C)cc(OC)c1OC	0.0	25	-2	2.2
91	Cc1cc(NC(=O)c2cccc(S(=O)(=O)N3CCCCC3)c2)no1	-0.1	-5	-1	-0.8
92	CC(C)NC(=S)N1CCC(C(=O)NC(c2ccc3c(c2)OCO3)c2ccccn2)CC1 (centres undefined)	0.0	-8	-5	-0.2
93	O=C(O)COc1ccc(C=C2C(=O)N(c3ccccc3)C(=O)N(c3ccccc3)C2=O)cc1	0.2	6	-19	-1.2
94	CC1=C(C(=O)Nc2ccccc2)C(c2cccs2)C(C#N)=C(SCC(=O)Nc2cccc(Cl)c2C)N1 (centres undefined)	0.0	4	-8	0.0
95	O=[N+]([O-])c1cc(S(=O)(=O)N2CCOCC2)ccc1N/N=C/c1cccs1	0.2	-5	-1	0.5
